Compound activity as filed in PubChem BioAssay.
Nrf2 inh: Nrf2 pathway inhibition | A549 ARE-Fluc reporter, luciferase luminescence, 18-24 h | Potency, µM (series often up to 46 µM), without a hit: at the top dose activity change, negative = inhibition, hits mostly inhibitors | hit rate 2.1% among 360,000 | AID 504444; also: % is scaled to controls: 0 for no effect and ±100 for the full control effect; nearly all actives have a fitted effect of over 60% in size
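Nrf2 function is reported as luminescence of an ARE-controlled luciferase in A549 cells. Compounds were tested at several concentrations, and a CellTiter-Fluor read on the same wells flagged cytotoxicity.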
A549 tox: A549 cytotoxicity, counter-screen for Nrf2 inhibitors; A549 ARE-Fluc cells, CellTiter-Fluor viability, 18-24 h; Potency, µM (top dose mostly 46 µM), inactives show at the highest dose activity change, negative = cytotoxicity, actives largely listed as inhibitors; hit rate 0.16% among 390,000; also: % is scaled to controls: 0 for no effect and ±100 for the full control effect
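A549 ARE-Fluc cells in 5% FBS OPTI-MEM, 5000 cells/well, rested 2 h then exposed to compounds in concentration-response for 18-24 h at 37 °C. Viability by CellTiter-Fluor fluorescence (Ex 405/Em 525) after 30 min; luciferase luminescence (BugLite, 15 min, RT) read afterwards.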
Nrf2 activator: activates Nrf2 signaling. Potency, µM (titrated, usually from 46.1 µM), for inactives: at the top dose activation, most hits filed as activators. AREc32 ARE-luciferase reporter (MCF7-derived line), luminescence, 24 h. AID 624171. hit rate 0.31% among 410,000; also: % of control where 0% means no effect; nearly all actives have a fitted effect of over 65% in size
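Each well held 1000 AREc32 cells, which were incubated with compound for 24 hr at 37 deg C after overnight attachment, and ARE reporter activity was quantified by firefly luciferase luminescence.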
* hit, by the source's call; ? = inconclusive; [ ] = dose if it differs, or a comment. Calls follow the shape of the dose curve; as a rule, active = well fitted curve in the direction sought with a large enough effect; inconclusive = small, poorly fitted or top-dose-only effect, or another doubt; inactive = no such curve, though single readings can be large; an effect the other way counts as inactive or inconclusive. Potency is read from the fitted curve at half-maximal effect.

SMILES	Nrf2 inh	A549 tox	Nrf2 activator
CCOc1ccc(CCNC(=O)CCc2c(C)nc3c4c(C)cc(C)nc4nn3c2C)cc1	9%	-6%	0.2%
CCCSc1ncc(Cl)c(C(=O)Nc2ccc(S(=O)(=O)N3CCCC(C)C3)cc2)n1 (stereo unspecified)	?	-11%	0.7%
COc1ccc(-n2ncc3c2ncn2nc(Cc4ccccc4)nc32)cc1	?	-2%	4.0%
Cc1cccc(C)c1NC(=O)Cn1nnc(S(=O)(=O)c2ccccc2)c1N	4%	-4%	0.7%
COc1ccc(NC(=O)c2csc3c2CCCCC3)cc1	?	-2%	4.1%
Cc1ccc(NC(=O)Cn2nnc(-c3nc(-c4ccncc4)no3)c2N)cc1	28%	13%	0.2%
COc1ccc(OC)c(NC(=O)c2cc3c(s2)-c2ccccc2SC3)c1	1%	-3%	5.7%
CC(C)CCN1C(=O)c2ccccc2CC1(C)C(=O)NC1CCCCC1 (stereo unspecified)	10%	-8%	2.8%
COc1ccc(NC(=O)CCc2nnc3n(C)c(=O)c4sccc4n23)cc1	2%	-4%	-1.1%
Cc1sc(-n2cccc2)c(C(C)NC(=O)Nc2ccccc2Cl)c1C (stereo unspecified)	-75%	-13%	0.6%
CCOc1ccc(NCc2cccn2-c2nnc(N3CCC(C(=O)NCc4ccccc4Cl)CC3)s2)cc1	5%	2%	4.9%
O=C(Nc1cccc(C(F)(F)F)c1)Nc1cccs1	-19%	-1%	-1.2%
COc1ccccc1C(=O)Nc1ccc2nc(N3CCC(C)CC3)cc(C)c2c1	-16%[9.27 µM]	-11%	-0.5%
Cc1ccc(NCc2cccn2-c2nnc(N3CCC(C(=O)NC(C)C)CC3)s2)cc1	?	1%	5.7%
Cc1ccc(C)c(CN2C(=O)c3ccccc3S(=O)(=O)c3ccc(C(=O)NCCc4ccc(Cl)cc4)cc32)c1	-10%	17%	3.8%
CCCN(c1ccccc1CC)S(=O)(=O)c1ccc2c(c1)CC(C)N2C(=O)C1CC1 (stereo unspecified)	21µM*	-6%	5.1%
COc1ccccc1OCc1nnc(-c2ccccc2)o1	?	-4%	11%
Cc1cccc(CNC(=O)CSCc2cnn(-c3ccccc3)c2-n2cccc2)c1	-18%	-1%	4.3%
CC(=O)c1ccc(NC(=O)c2cc(C)nn2-c2ccccc2)cc1	14%	-10%	3.7%
CCc1c(C)nc2nncn2c1Nc1cccc(C)c1	-17%	-1%	2.9%
Cc1c(C(=O)O)oc2c1-c1nn(Cc3ccc(Cl)cc3)cc1CC2	1%	1%	2.8%
CCCSc1ncc(Cl)c(C(=O)Nc2c(C(=O)Nc3ccccc3)oc3ccccc23)n1	6%	2%	-0.1%
COc1ccc(Cl)cc1NC(=O)c1cc2c(=O)n3ccccc3nc2s1	1.6µM*	-25%	10%
CCOC(=O)c1c(NC(C)=O)c2c3c(sc2n1Cc1nc(-c2cccc(Cl)c2)oc1C)CCCC3	-20%	0%	0.3%
COc1ccc(Br)cc1CNC(=O)C(C)n1nc(C)n2c(cc3occc32)c1=O (stereo unspecified)	-19%	-3%	1.1%
The list goes on:
SMILES	Nrf2 inh	A549 tox	Nrf2 activator
CC1CCC(NC(=O)C2(C)Cc3ccccc3C(=O)N2Cc2ccc(F)cc2)CC1 (stereo unspecified)	1%	-4%	0.0%
O=C(CCn1cnc2onc(-c3ccc(F)cc3)c2c1=O)Nc1ccc(F)c(Cl)c1	?	-8%	-0.5%
O=C(Nc1noc2ccccc12)c1cccc(F)c1	?	1%	?
C=Cc1ccc(Cn2c(C(=O)OC)cc3sc(C)cc32)cc1	?	11%	3.3%
Cc1cc(C)cc(NC(=O)CNS(=O)(=O)c2ccc3nc(C)sc3c2)c1	5%	2%	1.9%
COc1ccc(-n2ncc3c2ncn2nc(-c4ccc(Cl)cc4Cl)nc32)cc1	14%	-6%	0.0%
CCC(Sc1nc2ncccc2o1)C(=O)Nc1cccc(C)c1 (stereo unspecified)	24%	1%	5.8%
O=C(c1ccc2c(c1)N(Cc1ccccc1)C(=O)c1ccccc1S2(=O)=O)N1CCN(c2ccccc2)CC1	19%	19%	2.5%
Cc1cccc(OCC(=O)N(Cc2sccc2C)C2CCS(=O)(=O)C2)c1 (stereo unspecified)	-9%	-8%	3.8%
CCSc1ncc(Cl)c(C(=O)N(Cc2ccc(C(C)(C)C)cc2)C2CCS(=O)(=O)C2)n1 (stereo unspecified)	?	-1%	9.5%
COc1ccc(CNC(=O)C2CCN(c3nnc(-n4c(C)ccc4C)s3)CC2)c(OC)c1	-8%	-2%	?
Cc1ccc(Cn2c3ccccc3c3cnn(CC(=O)N4CCCCCC4)c(=O)c32)cc1	5%	-6%	0.5%
CC1CCC(NC(=O)C2(C)Cc3ccccc3C(=O)N2Cc2ccc(Cl)cc2)CC1 (stereo unspecified)	-3%	-16%	4.1%
CCc1nnc(SC(CC)C(=O)Nc2cccc(OC)c2)c2cc3oc(C)cc3n12 (stereo unspecified)	?	-14%	?
Cc1ccccc1OCc1nc2c3cnn(-c4ccccc4Br)c3ncn2n1	21%	8%	3.1%
Cc1cccc(Nc2c3c(nc4nncn24)CCC3)c1	-6%	?	3.7%
CC(C)Oc1ccc(C(=O)N(Cc2ccc(N(C)C)cc2)Cc2ccco2)cc1	?	2%	-0.4%
COc1ccccc1OCCn1c(COc2cc(C)ccc2C)nc2ccccc21	-12%	-6%	2.7%
Cc1cc(Br)ccc1NC(=O)c1cc2c(s1)-c1ccccc1SC2	?	5%	3.2%
Cc1ccc(Cl)cc1NC(=O)N1CCc2cc(S(=O)(=O)N3CCC(C)CC3)ccc21	2%	2%	0.4%
Cc1ccc(NC(=O)CN2C(=O)c3cccnc3Sc3ccccc32)c(Br)c1	6%	-8%	6.1%
Cc1ccc(/C=C(\C#N)C(=O)Nc2cccc(Br)c2)o1	12%	-1%	?
O=C(Nc1cccc(Cl)c1)N1Cc2ccccc2Oc2ncccc21	-8%	7%	3.2%
COC(=O)c1ccc(NC(=O)CCc2c(C)nc3c(c(C)nn3-c3ccc(C)cc3)c2C)cc1	-4%	?	3.2%
Nc1ccc2oc(Cc3ccc(Cl)cc3)nc2c1	2%	-20%	3.0%

One compound at a time, from the list above.
`Cc1cc(Br)ccc1NC(=O)c1cc2c(s1)-c1ccccc1SC2` in the list: Nrf2 inh = ?; A549 tox = 5%; Nrf2 activator = 3.2%
`CCCN(c1ccccc1CC)S(=O)(=O)c1ccc2c(c1)CC(C)N2C(=O)C1CC1` (stereo unspecified) in the list: Nrf2 inh = 21µM*; A549 tox = -6%; Nrf2 activator = 5.1%

Other entries:
SMILES	Nrf2 inh	A549 tox	Nrf2 activator
O=C(c1ccc2c(c1)N(Cc1ccc(F)cc1)C(=O)c1ccccc1S2(=O)=O)N1CCCCC1	?	-21%	2.1%
CCS(=O)(=O)c1oc(-c2ccc(F)cc2)nc1S(=O)(=O)c1ccccc1	?	?	?
Cc1ccc(C(=O)Nc2c(C(=O)NCc3ccc(Cl)cc3)sc3nc(C)cc(C)c23)cc1	4%	-2%	0.3%
COc1ccccc1NC(=O)CCn1nc(-c2ccccc2)c2ccccc2c1=O	23µM*	?	3.5%
CC(C)CCNC(=O)CN1C(=O)c2cccnc2Oc2ccccc21	4%	-6%	0.6%
Cc1cc(C)cc(NC(=O)Nc2cccs2)c1	?	-6%	?
Cc1ccc(NC(=O)C2CCCN(c3nnc(-n4c(C)ccc4C)s3)C2)cc1Cl (stereo unspecified)	-21%	-1%	12%
Cc1ccc2c(CC(=O)N(Cc3ccc(Cl)cc3)Cc3ccco3)coc2c1	?	2%	9.1%
Cc1ccc(O)c(C(CC(=O)NCC2(c3ccccc3)CCCC2)c2ccccc2)c1 (stereo unspecified)	?	?	-3.4%
CCOC(=O)c1c(NC(C)=O)c2c3c(sc2n1Cc1nc(-c2cccc(C)c2)oc1C)CCCC3	8%	5%	0.6%
CC(C)c1ccc(C2Sc3ccccc3NC3=C2C(=O)c2ccccc23)cc1 (stereo unspecified)	-13%	-19%	-2.7%
CCc1cccc(C)c1Nc1c(-c2ccc(N(C)C)cc2)nc2ncccn12	10%	-12%	0.7%
COc1ccc(C2=NC3(CCCCCC3)N(CC(=O)Nc3cccc(Cl)c3)C2=O)cc1	?	?	-1.8%
COc1cccc(NC(=O)CSc2nc(C)c(Cc3ccccc3)c(=O)[nH]2)c1	-10%	3%	4.4%
Cc1ccc(Cn2ccn(Cc3ccc(C)cc3)c(=O)c2=O)cc1	3%	4%	0.4%
O=C(c1ccc2c(c1)N(Cc1ccccc1)C(=O)c1ccccc1S2(=O)=O)N1CCN(Cc2ccccc2)CC1	?	-28%	4.0%
COc1cccc(OCc2nc3ccccc3n2C)c1	?	1%	3.4%
Cc1cccc(NC(=O)CN2C(=O)C(c3ccc(F)cc3)=NC23CCCCCC3)c1	-24%	-18%	0.1%
O=c1oc2c(F)cc(F)cc2cc1S(=O)(=O)c1ccc(F)cc1	-10%	?	10µM*
Cc1ccc2c(C)c(C(=O)N(Cc3ccc(N(C)C)cc3)Cc3ccco3)oc2c1C	-20%	15%	5.8%
Cc1ccc(-c2cc(C(=O)NCCc3ccccc3)c3c(-c4ccc(C)cc4)[nH]nc3n2)cc1	?	?	9.3%
Cn1cc(-c2cc3n(n2)CCC(=O)N3CC(=O)O)c2ccccc21	24%	1%	-0.7%
CC1=C(C(=O)Nc2cc(Cl)ccc2C)C2(CCCCC2)OC1=O	6%	-12%	-0.1%
CCc1ccc(CN(Cc2ccco2)C(=O)c2cc(-c3ccc(C)c(F)c3)on2)cc1	16µM*	-3%	-0.2%
COC(=O)Cn1nc(C)c2c(C)n(-c3ccccc3)nc2c1=O	-3%	3%	-0.2%

In another format: entries from further up
O=C(c1ccc2c(c1)N(Cc1ccccc1)C(=O)c1ccccc1S2(=O)=O)N1CCN(Cc2ccccc2)CC1
- Nrf2 inh = ?
- A549 tox = -28%
- Nrf2 activator = 4.0%
Cc1ccc(Cn2ccn(Cc3ccc(C)cc3)c(=O)c2=O)cc1
- Nrf2 inh = 3%
- A549 tox = 4%
- Nrf2 activator = 0.4%
COc1ccccc1NC(=O)CCn1nc(-c2ccccc2)c2ccccc2c1=O
- Nrf2 inh = 23µM*
- A549 tox = ?
- Nrf2 activator = 3.5%
CCc1cccc(C)c1Nc1c(-c2ccc(N(C)C)cc2)nc2ncccn12
- Nrf2 inh = 10%
- A549 tox = -12%
- Nrf2 activator = 0.7%

(list continues)
SMILES	Nrf2 inh	A549 tox	Nrf2 activator
CCN1CCN(C(=O)c2ccc3c(c2)N(Cc2ccc(F)cc2)C(=O)c2ccccc2S3(=O)=O)CC1	?	-4%	5.5%
CCOC(=O)CN1C(=O)c2cccnc2Oc2ccccc21	2%	-11%	0.1%
Cc1ccc(NC(=O)NC(C)c2c(-n3cccc3)sc(C)c2C)cc1F (stereo unspecified)	23µM*	?	-0.1%
Fc1cccc(-n2ncc3c2ncn2nc(-c4ccccc4Cl)nc32)c1	4%	-3%	8.1%
CCOc1ccccc1NC(=O)N1CCC2(CC1)Oc1ccccc1C(=O)N2Cc1ccccc1F	?	-4%	1.4%
CCc1c(C)nc2nncn2c1NCc1ccc(OC)cc1	?	-3%	0.6%
Cc1ccccc1OCCSc1nc(C)c(Cc2ccccc2)c(=O)[nH]1	-16%	4%	3.1%
O=C(Nc1ccc(OC(F)(F)F)cc1)c1noc2c1CCCC2	?	1%	8.7%
CCn1c(C(=O)Nc2cc(Cl)ccc2C)cc2sc(Cl)cc21	-2%	1%	7.1%
COc1ccccc1CNC(=O)C1CCN(c2nnc(C)c3c(C)n(-c4ccccc4)nc23)CC1	2%	-6%	1.3%
CCCSc1ncc(Cl)c(C(=O)Nc2sc3c(c2C(=O)NCCOC)CCCC3)n1	-20%	-7%	0.1%
COC(=O)c1cc2sc(C)cc2n1Cc1cccc(OC)c1	-11%	6%	4.5%
Cc1ccccc1NC(=O)c1sc2nc3c(cc2c1N)CCCC3	?	-4%	3.6%
CCOc1ccccc1NC(=O)N1CCc2cc(S(=O)(=O)N3CCC(C)CC3)ccc21	4%	-1%	0.9%
COc1ccccc1CNC(=O)CN1C(=O)c2cccnc2Oc2ccccc21	19%	-5%	5.1%
CCc1ccc(NC(=O)CN2C(=O)C(c3ccc(F)cc3)=NC2(C)C)cc1	4%	-1%	5.5%
O=c1oc2cc(O)ccc2cc1-c1nnc(Nc2ccccc2F)s1	?	?	5.1%
CC1CCN(C(=O)c2ccc3c(c2)N(Cc2ccccc2)C(=O)c2ccccc2S3(=O)=O)CC1	?	?	0.9%
COC(=O)c1ccc(NC(=O)NC(C)c2c(-n3cccc3)sc(C)c2C)cc1 (stereo unspecified)	?	-24%	-2.4%
CCN(Cc1ccccc1)C(=O)Cn1c(=O)oc2cc(S(=O)(=O)N3CCCCCC3)ccc21	-20%	5%	6.0%

Only part of the results is shown; rates above refer to the full screens.
